# Pf Dd2 inh – Plasmodium falciparum Dd2 growth inhibition; 120,000 tested, 4.3% active; P. falciparum Dd2 growth, SYBR Green, 72 h; Potency, µM (series often up to 28.9 µM), for inactives: top-dose activity, negative = inhibition, hits mostly inhibitors; active = well fitted inhibition curve with a large enough effect; inconclusive = small, poorly fitted or top-dose-only effect; inactive = no such curve, though single readings can be large or run the other way;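 also: plate controls were DMSO vehicle for no effect and reference drug for full effect; nearly all actives have a fitted effect of over 65% in size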
#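 Readout: SYBR Green fluorescence, 485 nm excitation, 535 nm emission, after ~16 h lysis at 37C. Before that, Dd2-infected red cells (2.5% hematocrit) grew 72 h with compound, 29 uM top final concentration.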
# * marks the source's active call; other numbers are inactive results; i = inactive; ? = inconclusive; [ ] = remark or other dose. Potency is read from the fitted curve at half-maximal effect. This is a subset; count on the stated rates, not on these rows.
SMILES,Pf Dd2 inh
CCN1c2cc(C(=O)NCc3ccc(Br)cc3)ccc2C(=O)N2CCCCC21 (stereo not drawn),i
Cc1ccc(NC(=O)c2c(C)nc3sc(C(=O)Nc4ccc(F)cc4)c(N)c3c2-c2ccc(Cl)cc2)c(C)c1,?
CCOCCOC1CCN(C(=O)Nc2ccc(OC)cc2)CC1,i
Cn1cc(-c2cccc(Cl)c2)c2nc(CO)cn2c1=O,i
Cc1ccc(Nc2ncncc2-c2nc(-c3ccccc3)no2)cc1F,i
COCc1nc(C2CCCN(C(=O)CCc3ccccc3)C2)no1 (stereo not drawn),31.4%[activator]
CCOCc1ccccc1Nc1ncnc2onc(-c3ccc(Cl)cc3)c12,47.9%[activator]
COCCNC(=O)[C@H]1C[C@H](Oc2ccccc2)CN1C(=O)Nc1cccc(F)c1,?
COc1ccc(-c2csc3ncnc(Nc4cc(OC)cc(OC)c4)c23)cc1,i
Cc1ccc(NC(=O)N2CCOCCNC(=O)[C@H]3CCCC[C@H]32)cc1C,-7.5%
COc1cccc([S+](=O)([O-])N2CCC(N3CCCOC3=O)CC2)c1,14.4%
CCOC(=O)C1CCC(CN(Cc2ccc(Cl)cc2)S(=O)(=O)c2ccc(F)c(C(=O)Nc3cccc(F)c3)c2)CC1 (stereo not drawn),4.9%
O=C(C1CCCCC1)N1CC[C@](O)(c2ccccc2)[C@H](N2CCCC2)C1,?
N#Cc1cccc(CN2CCCN(S(=O)(=O)c3ccccc3)CCC(=O)NCC2)c1,?
O=C(NCc1cccnc1)c1nc(-c2ccc(Cl)cc2Cl)c2ccccn12,?
COc1cc(OC)c(N(C)C(=O)c2c(C)oc3ncnc(N4CCCCC4)c23)cc1Cl,5.9%
O=S(=O)(Nc1nc2n(n1)C(c1ccc(F)cc1)C=C(c1ccccc1)N2)c1ccccc1 (stereo not drawn),-0.3%
Cc1n[nH]c(C)c1CNC(=O)C12CCCC=C1N(Cc1ccccc1)C(=O)CC2 (stereo not drawn),-11.4%
O=C1CC(c2nc3ccccc3n2CCC2CCCCC2)CN1c1ccccc1Cl (stereo not drawn),?
COc1ccc(NC(=O)CC2C(=O)N(c3ccccc3)C(=O)N2CCc2sccc2C)cc1 (stereo not drawn),i
COc1ccc(Br)cc1CNC(=O)c1cc(=O)[nH]c2ccc(S(=O)(=O)N3CCCCC3C)cc12 (stereo not drawn),?
COc1ccccc1NC(=O)CN1C(=O)NC2(CCCCC2)C1=O,26.9%
CCN1CCCC2(Cc3ccccc3CN(C(=O)CCCC(=O)O)C2)C1 (stereo not drawn),-9.4%
CC(=O)Nc1cc(C(=O)NCc2ccc(F)cc2)ccc1Sc1ccc(F)cc1,10.0%
N#Cc1ccc(C(=O)NCC(=O)N2CCCCCNC(=O)CC2c2ccccc2)cc1 (stereo not drawn),28.7%
Cc1nn(CC(=O)NCCc2ccccc2Cl)c(=O)c2nn(-c3ccccc3)c(C)c12,?
CCCCN(CC)CCCNC(=O)c1nn(C)c2c1CS(=O)(=O)c1ccccc1-2,?
Cc1noc(-c2ccc3c(c2)OCO3)c1C(=O)NCc1cccc(Cl)c1,i
O=C(NCc1ccccc1)C1CCCN(C2CCN(C(=O)c3ccco3)CC2)C1 (stereo not drawn),-18.1%
Cc1ccc(CN2CCN(CC(=O)Nc3ccc(C)c(C)c3)S2(=O)=O)cc1,i
CCOC(=O)c1oc2ccc(S(=O)(=O)n3nc(-c4ccccc4OC)cc3N)cc2c1C,?
Cc1ccc(CNC(=O)CCc2ccnc(N3CCCC3)c2)cc1,?
COc1cccc(NC(=O)CCS(=O)(=O)c2ccc3c(c2)oc(=O)n3C)c1,67.3%[activator]
Cc1ccccc1NC(=O)N1CCC2(CCCN(C3CCOCC3)C2=O)C1 (stereo not drawn),5.5%
COc1ccc(OC)c(NC(=O)c2ccc3c(Cl)c4c(nc3c2)CCCC4)c1,-5.1%
O=C(c1ccccc1)N1CCC(n2c(=O)[nH]c3ccccc32)CC1,-4.9%[44.1 µM]
COCCOc1ncccc1-c1noc([C@@H]2CCCN2CC(C)(C)C)n1,?
COc1ccc(NC(=O)Cn2c(=O)n(-c3ccc(OC)c(OC)c3)c(=O)c3ccccc32)cc1,34.7%[activator]
Cc1ccc(CNC(=O)c2nnn(Cc3ccc(F)cc3)c2N)cc1,3.16µM*
NC1CCN(Cc2ccc(C(=O)NCc3ccc(S(N)(=O)=O)cc3)c(=O)[nH]2)C1 (stereo not drawn),-7.9%

# Look-ups from the list:
# Under Pf Dd2 inh, `COc1ccc(NC(=O)Cn2c(=O)n(-c3ccc(OC)c(OC)c3)c(=O)c3ccccc32)cc1` has 34.7%[activator]
# Under Pf Dd2 inh, `CC(=O)Nc1cc(C(=O)NCc2ccc(F)cc2)ccc1Sc1ccc(F)cc1` has 10.0%
# Under Pf Dd2 inh, `COc1ccccc1NC(=O)CN1C(=O)NC2(CCCCC2)C1=O` has 26.9%

# Further results follow:
SMILES,Pf Dd2 inh
COc1ccc(C2NC(=O)c3c(sc4c3CCN(C)C4)N2)cc1O (stereo not drawn),3.3%
COCc1nc(-c2ccc(OC3CN(C(=O)c4ccc(OC)cc4)C3)cc2)no1,?
Cc1ccc2[nH]c3c(=O)n(CC(=O)NCCCN4CCN(c5ccc(F)cc5)CC4)ncc3c2c1,i
Cc1nc(-c2cccc(F)c2)sc1CCNC(=O)c1ccc(F)c(F)c1,i
CC(C)CCN1C[C@@H]2[C@H](C1)N(Cc1ccccc1F)C(=O)C(C)(C)[S+]2(=O)[O-],?
O=C1N(Cc2ccccc2)c2ccccc2C12CCN([S+](=O)([O-])c1cccc(C(F)(F)F)c1)C2 (stereo not drawn),?
NC(=O)CCC[C@H]1NC[C@@H]2C[C@H]1CN(Cc1ccccc1)C2,-24.3%
CCc1cccc(NC(=O)COC(=O)c2cn(CC)c3nc(C)ccc3c2=O)c1,9.8%
CCC(CC)NC(=O)C1(CCO)CCN(c2ncccn2)C1 (stereo not drawn),3.0%
COCCN(C)C[C@@H]1CN(C(=O)c2ccc(C(C)=O)s2)C[C@@H]1CO,-23.3%
O=C(Nc1ccc(Cl)c(C(F)(F)F)c1)C1CCCN(S(=O)(=O)c2cccc3cccnc23)C1 (stereo not drawn),10.6%
CCN(CC)C(=O)Cn1c(=O)n(-c2ccc(OC)cc2OC)c(=O)c2c(C)c(C(=O)N(CC)CC)sc21,13.2%
COc1ccc([C@@H]2CN(Cc3ccc(C#N)cc3)C[C@H]2N(C)C)cc1,?
COc1ccccc1C(=O)NCC1Cn2cccc2C(=O)N1Cc1ccccc1 (stereo not drawn),i
COc1ccccc1N1CCN(CC[C@@H]2CC[C@H](O)[C@@H](C(=O)Nc3ccccc3)O2)CC1,i
NC(=O)Cc1c[nH]c2ncc(-c3cccc(F)c3)cc12,-22.2%[44.1 µM]
O=Cc1cccc(N2CCN(C(=O)NC3CCCCC3)CC2=O)c1,-1.6%
Cc1ccc(-c2cc3c(=O)n(CCNC(=O)Cc4ccccc4Cl)ccn3n2)c(C)c1,-7.0%
CCC(=O)Nc1ccc(C2(C(=O)N3CCCCCC3)CCC2)cc1,-0.9%
CC1=C[C@@H](CNC(=O)C(C)(C)C)[C@H](C(C)C)C[C@H]1Cc1nnc(-c2ccncc2)o1,-9.9%[44.1 µM]
CCOc1ccccc1C(=O)N1CCC(n2cc(-c3nc(-c4ccccc4)no3)nn2)CC1,i
Cc1ccc(CNC(=O)c2ccc(CSCc3ccccc3Cl)o2)cc1,-17.2%
COc1cccc(S(=O)(=O)N2CCC(Oc3ccc(C(N)=O)cn3)CC2)c1,-12.8%
CCOc1ccc(NC(=O)C2CCCN(S(=O)(=O)c3ccc(Br)s3)C2)cc1 (stereo not drawn),?
CCOc1ccc2cc(-c3nnc(Nc4ccccc4F)s3)c(=O)oc2c1,22.5%
CCn1nccc1C(=O)N1C[C@@H](Oc2ccccc2)C[C@H]1C(=O)NCCOC,26.8%
COCCOc1cc(=O)n2c(c1C(=O)Nc1cccc(OC)c1)CCOCC2,-5.8%
COc1ccc(CN2CCCC(COc3ccccc3C(=O)NC3CC3)C2)c(OC)c1 (stereo not drawn),i
COCc1cc(C[C@@H]2CC[C@H](O)[C@@H](CNC(=O)NC3CCCCC3)O2)no1,-6.5%[44.1 µM]
C[S+](=O)([O-])N1CCN(c2nc3ncccc3o2)CC1,-0.6%[44.1 µM]
Cc1nonc1C1CCCN1c1ccc(-c2nc(COc3ccccc3)no2)cn1 (stereo not drawn),?
CC1(CCCCN2CCOCC2)COc2ccc(C(=O)Nc3cccc(Cl)c3)cc2N1 (stereo not drawn),?
COC[C@@H]1[C@H](C(=O)N2CCN(c3ccccn3)CC2)CCC(=O)N1C,17.3%
Cc1ccc(CSc2nnc(CCNC(=O)OC(C)(C)C)o2)cc1,16.9%
COc1ccccc1Nc1nc(N)nc(N)c1S(=O)(=O)c1ccccc1,i
O=C1CC(c2ccccc2)N(Cc2ccncc2)CCCN(CC2CCCCC2)CCN1 (stereo not drawn),3.16µM*
COc1cccc(N2C(=O)NC(=NC3CCCC3)C23CCN(C(=O)c2ccccc2OC)C3)c1 (stereo not drawn),-16.1%
Cn1nccc1C(=O)N1CCC(Oc2ccccc2)C1 (stereo not drawn),?
Cc1ccc(Cl)cc1NC(=O)c1oc2ccc(S(=O)(=O)N3CCCCC3)cc2c1C,?
Cc1ccc(C(C)C)c(OCC(=O)N2CCN(CCc3ccncc3)CC2)c1,?

# Another view of three compounds above.
> O=C(NCc1cccnc1)c1nc(-c2ccc(Cl)cc2Cl)c2ccccn12
  Pf Dd2 inh: ?

> COc1cc(OC)c(N(C)C(=O)c2c(C)oc3ncnc(N4CCCCC4)c23)cc1Cl
  Pf Dd2 inh: 5.9%

> O=S(=O)(Nc1nc2n(n1)C(c1ccc(F)cc1)C=C(c1ccccc1)N2)c1ccccc1 (stereo not drawn)
  Pf Dd2 inh: -0.3%

# 7 of these compounds, reformatted:
SMILES | Pf Dd2 inh
COc1ccc(CN2CCCC(COc3ccccc3C(=O)NC3CC3)C2)c(OC)c1 (stereo not drawn) | i
COCc1cc(C[C@@H]2CC[C@H](O)[C@@H](CNC(=O)NC3CCCCC3)O2)no1 | -6.5%[44.1 µM]
C[S+](=O)([O-])N1CCN(c2nc3ncccc3o2)CC1 | -0.6%[44.1 µM]
Cc1nonc1C1CCCN1c1ccc(-c2nc(COc3ccccc3)no2)cn1 (stereo not drawn) | ?
CC1(CCCCN2CCOCC2)COc2ccc(C(=O)Nc3cccc(Cl)c3)cc2N1 (stereo not drawn) | ?
COC[C@@H]1[C@H](C(=O)N2CCN(c3ccccn3)CC2)CCC(=O)N1C | 17.3%
Cc1ccc(CSc2nnc(CCNC(=O)OC(C)(C)C)o2)cc1 | 16.9%

# New compounds follow.
SMILES,Pf Dd2 inh
Cc1oc2c(c1C(=O)N1CCN(c3ccccc3)CC1)CN(Cc1ccc(F)cc1)CC2,11.2µM*
Cc1nc2scc(CC(=O)N3CCOCC3)n2c(=O)c1-c1cc(C)n(-c2ccc(C(C)C)cc2)n1,i
COc1ccc(-c2nc(C(=O)NCc3cccnc3)n3ccccc23)cc1,?
COc1ccc(NC(=O)C(=O)NCCc2csc3nc(-c4ccccc4F)nn23)cc1OC,16.0%
Brc1ccc(-c2ccnc3nc(-c4cccs4)nn23)s1,?
Cc1c(-c2ccccc2)[nH]c2c(CNC(=O)CN3C(=O)CNC3=O)cc(Cl)cc12,4.4%
CCOc1ccc(NC(=O)CSc2oc(-c3ccc(F)cc3)nc2S(=O)(=O)c2ccc(C)cc2)cc1,i
Cc1cccc(OC2(C(=O)O)CCN(c3cncc(C(N)=O)n3)CC2)c1,-9.1%
COc1ccc(-n2c(/C=C/c3c(C)[nH]c4ccccc34)nc3ccccc3c2=O)cc1,-14.1%
O=C1NC2(Cc3ccccc31)CN(CC1CCNCC1)C2,i
O=C(NCCc1ccc(Cl)cc1)c1ccc2c(c1)N(Cc1ccccc1F)C(=O)c1ccccc1S2(=O)=O,i
C[C@@H](NC(=O)N1CCOC[C@H]1c1ncc(-c2ccc(OC(F)(F)F)cc2)[nH]1)c1ccccc1,?
CCCN(CC1CC1)C(=O)C1CCC(=O)N(CCc2ccc(Cl)cc2)C1 (stereo not drawn),-22.6%
C[C@]1(CO)[C@H]2Cc3sc(NC(=O)c4ccc(F)cc4)nc3[C@@H](CC(=O)NC3CC3)[C@]2(C)CC[C@H]1O,?
CC1CCN(C(=O)c2ccccc2OCC2CCCN(Cc3cncs3)C2)CC1 (stereo not drawn),?
Cc1oc2ncn(C)c(=O)c2c1C(=O)N1CCN(c2cccc(C(F)(F)F)c2)CC1,21.7%
Cc1cc2oc(=O)c(CC(=O)O)c(C)c2c2occ(-c3ccc(F)cc3)c12,7.0%
CCOc1ccccc1NC(=O)N1C[C@H](Oc2ccccc2)C[C@@H]1C(=O)N1CCOCC1,-5.1%
CCC(=O)N1CCc2cc(Br)cc(S(=O)(=O)CCC(=O)NCc3ccc(Cl)cc3)c21,?
O=S(=O)(NCC(c1ccco1)N1CCN(c2ccc(F)cc2)CC1)c1ccccc1 (stereo not drawn),-24.4%
O=C(Cn1nc2c(cc1=O)CCCCC2)NCc1ccc(C(=O)O)cc1,-6.2%
CC(=O)N1CCN(c2cc(-c3ccc(Cl)cc3)nc3c(C)noc23)CC1,i
CCc1ccc(C(=O)N2CCc3[nH]nc(C(=O)NCCCc4ccccc4)c3C2)cc1,i
COc1ccccc1CNC(=O)Cc1csc2nc(-c3ccc(F)cc3)cn12,?
O=C(N[C@H]1[C@H](O)[C@H](O)C[C@@H]1c1ccc(N2CCOCC2)nc1)c1nc2ccccc2s1,-13.1%
COc1cc2c(cc1OC1CCCC1)NC(=O)C21CCN(Cc2cccc(O)c2)CC1,?
Cn1cncc1C(=O)N1CCCn2ccnc2C1c1ccccc1 (stereo not drawn),-6.5%
CCn1ccc(C(=O)N2CCCCCCNC(=O)[C@@H]3C[C@@H](c4nc(Cc5ccccc5)no4)C[C@@H]32)n1,-4.7%
Cc1ccc(Cl)cc1N(C)C(=O)c1cn(C2CCCCC2)c(=O)c2c1c1ccccc1n2C,-5.4%
CCCN1CC2(CCN(Cc3nc(C(=O)O)co3)CC2)CC1C(=O)O (stereo not drawn),-9.0%
